# Screens: PubChem BioAssay, National Center for Advancing Translational Sciences (NCATS)
# rTrxR1 inhibitor – inhibitors of rat thioredoxin reductase 1. AID 588453. Potency, µM (series often up to 114 µM), for the others: at the top dose activity change, negative = inhibition, hits mostly inhibitors. recombinant rTrxR1, NADPH fluorescence consumption, selenite substrate. 1% of 390,000 active. O89049; also: potency is read from the fitted curve at half-maximal effect; % is scaled to controls: 0 for no effect and ±100 for the full control effect; nearly all actives have a fitted effect of over 65% in size
#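 Rat TrxR1 (90 nM in the dispensed reagent) was pre-reduced with 400 uM NADPH for 5 min at room temperature, then incubated with compound for 15 min. After 400 uM selenite was added, NADPH fluorescence (Ex 340/Em 450 nm) was followed for 8 min.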
# PI4K2A inh – inhibitors of human PI4K2A; Q9BTU6; purified PI4K2A, ADP-Glo luminescence, 1 h; stronger effect = lower value; activity change, negative = inhibition, % at 76.9 µM; 0.13% of 420,000 active; in the data active = activity change below about -50%; inconclusive = mostly about -30% to -49%;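 also: -100% = wells without enzyme as full effect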
# Target sequence (Q9BTU6 whole entry, looked up): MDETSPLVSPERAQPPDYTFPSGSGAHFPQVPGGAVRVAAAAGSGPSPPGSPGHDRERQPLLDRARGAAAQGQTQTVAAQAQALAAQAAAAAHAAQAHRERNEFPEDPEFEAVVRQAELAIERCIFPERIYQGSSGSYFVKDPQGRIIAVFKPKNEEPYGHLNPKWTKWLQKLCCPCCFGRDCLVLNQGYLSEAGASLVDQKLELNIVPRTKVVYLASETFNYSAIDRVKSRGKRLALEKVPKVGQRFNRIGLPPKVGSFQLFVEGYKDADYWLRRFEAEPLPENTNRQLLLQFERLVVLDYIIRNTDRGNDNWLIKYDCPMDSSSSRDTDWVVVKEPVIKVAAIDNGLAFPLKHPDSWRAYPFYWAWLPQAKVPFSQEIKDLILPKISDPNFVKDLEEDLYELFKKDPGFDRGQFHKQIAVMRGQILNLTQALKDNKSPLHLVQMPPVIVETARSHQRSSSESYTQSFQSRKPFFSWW
#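 ADP-Glo luminescence measured ADP generated by PI4K2A enzyme (4 ug/mL before mixing) with 1.2 mM PI substrate (pre-mix) and 300 microM ATP (pre-mix). Tris pH7.5 buffer with MgCl2, Triton X-100; 1 h reaction at ambient temperature.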
# D2 antag – antagonizes the human D2 dopamine receptor; P14416; HEK293 TREx D2 cells, calcium flux, dopamine EC80; inhibition, % at 10 µM; 2% of 340,000 active; AID 485344; in the data active = inhibition above about 30%; also: 0% is about no effect
#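 Cells plated overnight at 30 C with tetracycline; no-wash calcium dye, 30–90 min RT; 10 s baseline; compound pinned; 180 s read; EC80 dopamine added; another 180 s read.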
# IDH1 R132H inh – human IDH1 R132H inhibition | AID 602179 | 0.093% of 390,000 active | Potency, µM (titrated, usually from 76.6 µM), for the others: at the highest dose activity change, negative = inhibition, hits mostly inhibitors | O75874 | IDH1-R132H enzyme, NADPH consumption, diaphorase/resazurin fluorescence; also: potency is read from the fitted curve at half-maximal effect; % is scaled to controls: 0 for no effect and ±100 for the full control effect; nearly all actives have a fitted effect of over 65% in size
#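 IDH1-R132H (0.5 ug/mL) preincubated 30 min with compound, then NADPH (0.016 mM) and alpha-KG (2 mM) added; 80 min at RT, pH 7.5. Remaining NADPH coupled via diaphorase/resazurin to fluorescence (540/590 nm); concentration-response curves normalized to no-enzyme control.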
# TRHR PAM – allosteric enhancers of human TRH receptor. P34981. TRHR cells, fluo-8 calcium fluorescence, EC20 TRH enhancement. enhancement, % at 2 µM. 0.66% of 360,000 active. AID 493056; in the data active = enhancement above about 30%; also: 0% is about no effect
# Target sequence (P34981 whole entry, looked up): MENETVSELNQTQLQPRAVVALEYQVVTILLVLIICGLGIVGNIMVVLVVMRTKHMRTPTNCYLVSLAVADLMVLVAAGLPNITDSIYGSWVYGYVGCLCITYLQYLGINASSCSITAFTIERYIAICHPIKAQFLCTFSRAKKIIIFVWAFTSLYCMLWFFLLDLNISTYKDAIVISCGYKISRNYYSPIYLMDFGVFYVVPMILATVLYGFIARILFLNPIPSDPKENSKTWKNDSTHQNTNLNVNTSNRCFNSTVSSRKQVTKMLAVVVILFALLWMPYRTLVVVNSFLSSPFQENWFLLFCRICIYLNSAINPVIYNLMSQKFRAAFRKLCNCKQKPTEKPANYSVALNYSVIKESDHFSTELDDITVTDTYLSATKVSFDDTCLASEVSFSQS
#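 TRHR-expressing cells loaded with fluo-8 calcium dye were read kinetically (ex 480/em 530) during compound addition, then stimulated with an EC20 of TRH (10 nM final). Enhancement of the Gq-mediated intracellular calcium response was scored.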
# TRHR agonist – agonists of human TRH receptor; 0.18% of 360,000 active; activation, % at 2 µM; TRHR cells, calcium flux fluo-8, FDSS agonist mode; AID 493084; P34981; in the data active = activation above about 30%; also: 0% is about no effect
#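 Read-out: compound-evoked intracellular calcium rise in TRHR cells, fluo-8 dye, kinetic FDSS fluorescence at 1 s/cycle following a 10-cycle baseline. Cells cultured overnight before dye loading (30 min–1.5 h, RT).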
# USP1 inh – blocks the human USP1/UAF1 deubiquitinase complex; 0.23% of 390,000 active; recombinant USP1/UAF1, Ub-Rhodamine cleavage fluorescence; AID 743255; Potency, µM (top dose mostly 57.1 µM), without a hit: at the top dose activity change, negative = inhibition, usual class: inhibitors; O94782; also: potency is read from the fitted curve at half-maximal effect; % is scaled to controls: 0 for no effect and ±100 for the full control effect; nearly all actives have a fitted effect of over 60% in size; inactives centre near -12
#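 Step one: compound is pinned into 1nM USP1/UAF1 in HEPES pH 7.8 buffer with TCEP. Step two: 15 min room-temperature incubation. Step three: Ub-Rho (150nM final) starts cleavage, tracked by fluorescence over six one-minute reads.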
# TrxR1 substrate – rat thioredoxin reductase 1 substrate activity. O89049. purified TrxR1 substrate turnover, NADPH consumption readout. Potency, µM (doses to about 114 µM), for the others: at the top dose activity change, negative = substrate turnover. 0.01% of 390,000 active. AID 588456; also: potency is read from the fitted curve at half-maximal effect; % is scaled to controls: 0 for no effect and ±100 for the full control effect; nearly all actives have a fitted effect of over 50% in size
#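 Rat TrxR1, dispensed at 90 nM, was prereduced with 400 uM NADPH (final) for 5 min at ~22 deg C, then incubated with compound 15 min before 400 uM selenite. A first-read NADPH fluorescence drop versus no-compound background flagged substrates.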
# D2 ag – agonists of human D2 dopamine receptor; AID 485358; activation, % at 2 µM; HEK293 T-REx D2 cells, calcium flux agonist mode; 0.53% of 340,000 active;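 active = activation over 3 SD above normal in the single-dose calcium agonist read, cut at about 30% in these data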; also: 0% is about no effect
#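 HEK293 Trex D2 cells, tetracycline-induced, o/n 30 C 5% CO2; no-wash Ca dye, RT 30–90 min; 10-cycle baseline, 23 nl cpd added, kinetic Ca read 180 s; agonist hits = positive Ca response.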
# * marks the source's active call; other numbers are inactive results; ? = inconclusive; . = not tested or not shown; & = joins results of further samples; [ ] = remark or other dose. Unless noted, calls follow the shape of the dose curve; as a rule, active = well fitted inhibition curve with a large enough effect; inconclusive = small, poorly fitted or top-dose-only effect; inactive = no such curve, though single readings can be large or run the other way. Rows were taken by chance. About 3.9% of those tested had a hit in this group.
no.	compound	rTrxR1 inhibitor	PI4K2A inh	D2 antag	IDH1 R132H inh	TRHR PAM	TRHR agonist	USP1 inh	TrxR1 substrate	D2 ag
1	NC(=O)c1ccc(NC(=O)CN2CCN(C(=O)c3ccco3)CC2)cc1	-34.8%	-3.1	.	2.2%	0.0	0.4	-20.4%	-9.5%	.
2	CCOc1ccccc1NS(=O)(=O)c1c(-c2ccc(C)cc2)csc1C(=O)OC	24.2%[57.1 µM]	2.1	.	5.9%	0.9	1.2	-27.5%	0.1%[57.1 µM]	0.7
3	CC(=O)Nc1ccc(OC/C=C(\C)Cl)cc1	22.9%	0.2	-17.1	-0.5%	4.6	-0.5	-7.6%	8.6%	-0.9
4	CCn1c(C)nc2cc(C(=O)N/N=C/c3ccccc3)ccc21	9.2%[57.1 µM]	1.4	12.3	0.3%	0.8	0.4	9.2%	4.0%[57.1 µM]	3.3
5	CCOC(=O)C1CCN(C(=O)Cn2nc(C)n3c(cc4c(OC)cccc43)c2=O)CC1	-13.5%	-1.3	.	-2.5%	6.3	-0.1	-22.5%	36.8%[activator]	.
6	Cc1ccc(S(=O)(=O)NC(=O)NN2CC3CCCC3C2)cc1 (centres undefined)	6.2%	2.2&-1.1	1.3	9.0%	1.5	0.3	-13.8%	5.0%	0.9
7	O=C(O)c1cc2c(cc1NC(=O)c1c(F)cccc1Cl)OCCCO2	3.1%	3.8	-5.2	-11.6%	10.0	-0.3	-10.5%	-3.8%	-0.9
8	Cc1nc(NCCN2CCOCC2)c2nnn(Cc3c(F)cccc3Cl)c2n1	4.1%[57.1 µM]	3.6	6.8	5.0%	-3.8	-0.2	-5.7%	-9.0%	0.8
9	O=C(Nc1ccc(F)cc1Cl)C1Cc2ccccc2N1C(=O)c1ccccc1 (centres undefined)	9.7%[57.1 µM]	1.0	.	16.4%	-8.4	3.7	1.8%	1.0%[57.1 µM]	1.4
10	O=C(c1ccc(-n2cncn2)c([N+](=O)[O-])c1)N1CCN(S(=O)(=O)c2ccc(F)c(F)c2)CC1	-0.2%	-1.1	0.7	1.8%	-1.5	-0.4	-4.7%	0.7%	0.3
11	Cc1ccc2nc(-c3ccc(NC(=O)CN(c4ccccc4C)S(C)(=O)=O)cc3)sc2c1	-124.2%	-3.6	-7.8	-1.7%	0.2	0.3	-7.6%	28.5%[57.1 µM]	-0.7
12	COc1ccc(-c2nsc(SCC(=O)Nc3ccc4c(c3)OCO4)n2)cc1	0.8%[57.1 µM]	4.5	-11.0	-0.2%	1.4	-0.7	-5.9%	-3.6%[57.1 µM]	-1.2
13	O=C1CC(N2CCN(c3ccc(F)cc3)CC2)C(=O)N1Cc1ccc(N2CCCC2=O)cc1 (centres undefined)	-7.5%	8.7	-6.4	5.3%	-6.5	0.5	-4.3%	-6.2%	0.8
14	O=C1C2CCCN2C(=S)N1c1ccccc1 (centres undefined)	9.5%[57.1 µM]	0.8	-5.8	-5.9%	-3.9	-0.4	-16.7%	12.4%[57.1 µM]	-0.9
15	Cc1cccc(C(=O)N2CCNC(=O)C2CC(=O)Nc2ccc(F)cc2)c1 (centres undefined)	32.9%	-6.1	.	1.1%	2.4	-0.4	-25.1%	10.1%	.
16	CCOC(=O)C1=C(C)n2c(s/c(=C3\C(=O)Nc4ccccc43)c2=O)=NC1c1ccc(OC)cc1 (centres undefined)	19.4%[57.1 µM]	-19.6	39.7*	-5.7%	10.6	-1.0	-10.4%	-13.6%	-0.2
17	COCCNC(=O)C1CC(c2cccc(F)c2)=NO1 (centres undefined)	29.0%	0.8	9.9	-5.9%	4.1	-0.3	-10.3%	3.4%	0.3
18	CN1C(=O)C(CC(=O)N2CCN(C(c3ccccc3)c3ccccc3)CC2)N(C)C1=O (centres undefined)	?	3.4	-1.3	-4.0%	0.4	-1.2	-4.6%	5.5%[57.1 µM]	-0.7
19	Cc1cc(NC(=O)C(C)Oc2ccccc2)no1 (centres undefined)	5.1%[57.1 µM]	-3.6	8.4	-0.3%	7.3	0.3	-2.7%	1.8%[57.1 µM]	0.8
20	CN(C)c1oc(-c2ccccc2[N+](=O)[O-])nc1C#N	?	-10.5	9.6	1.4%	-4.2	-0.7	-17.6%	4.3%	-0.8
21	COC1CC(C)NC(=S)N1 (centres undefined)	12.3%[57.1 µM]	-5.2	8.5	4.0%	4.3	0.8	-15.4%	4.9%[57.1 µM]	-0.1
22	Cc1ccc(S(=O)(=O)NCC(=O)OCC(=O)N2CC(=O)Nc3ccccc32)cc1	15.8%[57.1 µM]	6.1	.	5.4%	.	.	-15.0%	-2.9%	.

# Ordered by SMILES length (lowest first): 3 of the compounds above.
no.	compound	rTrxR1 inhibitor	PI4K2A inh	D2 antag	IDH1 R132H inh	TRHR PAM	TRHR agonist	USP1 inh	TrxR1 substrate	D2 ag
14	O=C1C2CCCN2C(=S)N1c1ccccc1 (centres undefined)	9.5%[57.1 µM]	0.8	-5.8	-5.9%	-3.9	-0.4	-16.7%	12.4%[57.1 µM]	-0.9
18	CN1C(=O)C(CC(=O)N2CCN(C(c3ccccc3)c3ccccc3)CC2)N(C)C1=O (centres undefined)	?	3.4	-1.3	-4.0%	0.4	-1.2	-4.6%	5.5%[57.1 µM]	-0.7
16	CCOC(=O)C1=C(C)n2c(s/c(=C3\C(=O)Nc4ccccc43)c2=O)=NC1c1ccc(OC)cc1 (centres undefined)	19.4%[57.1 µM]	-19.6	39.7*	-5.7%	10.6	-1.0	-10.4%	-13.6%	-0.2

# Molecules shown so far that have sulfur (nine):
no.	compound	rTrxR1 inhibitor	PI4K2A inh	D2 antag	IDH1 R132H inh	TRHR PAM	TRHR agonist	USP1 inh	TrxR1 substrate	D2 ag
2	CCOc1ccccc1NS(=O)(=O)c1c(-c2ccc(C)cc2)csc1C(=O)OC	24.2%[57.1 µM]	2.1	.	5.9%	0.9	1.2	-27.5%	0.1%[57.1 µM]	0.7
6	Cc1ccc(S(=O)(=O)NC(=O)NN2CC3CCCC3C2)cc1 (centres undefined)	6.2%	2.2&-1.1	1.3	9.0%	1.5	0.3	-13.8%	5.0%	0.9
10	O=C(c1ccc(-n2cncn2)c([N+](=O)[O-])c1)N1CCN(S(=O)(=O)c2ccc(F)c(F)c2)CC1	-0.2%	-1.1	0.7	1.8%	-1.5	-0.4	-4.7%	0.7%	0.3
11	Cc1ccc2nc(-c3ccc(NC(=O)CN(c4ccccc4C)S(C)(=O)=O)cc3)sc2c1	-124.2%	-3.6	-7.8	-1.7%	0.2	0.3	-7.6%	28.5%[57.1 µM]	-0.7
12	COc1ccc(-c2nsc(SCC(=O)Nc3ccc4c(c3)OCO4)n2)cc1	0.8%[57.1 µM]	4.5	-11.0	-0.2%	1.4	-0.7	-5.9%	-3.6%[57.1 µM]	-1.2
14	O=C1C2CCCN2C(=S)N1c1ccccc1 (centres undefined)	9.5%[57.1 µM]	0.8	-5.8	-5.9%	-3.9	-0.4	-16.7%	12.4%[57.1 µM]	-0.9
16	CCOC(=O)C1=C(C)n2c(s/c(=C3\C(=O)Nc4ccccc43)c2=O)=NC1c1ccc(OC)cc1 (centres undefined)	19.4%[57.1 µM]	-19.6	39.7*	-5.7%	10.6	-1.0	-10.4%	-13.6%	-0.2
21	COC1CC(C)NC(=S)N1 (centres undefined)	12.3%[57.1 µM]	-5.2	8.5	4.0%	4.3	0.8	-15.4%	4.9%[57.1 µM]	-0.1
22	Cc1ccc(S(=O)(=O)NCC(=O)OCC(=O)N2CC(=O)Nc3ccccc32)cc1	15.8%[57.1 µM]	6.1	.	5.4%	.	.	-15.0%	-2.9%	.
